STK33 inh = inhibitors of human STK33 kinase; Q9BYT3; purified STK33, MBP phosphorylation, ADP-Glo luminescence; inhibition, % at 10 µM; 320,000 compounds, 0.073% hits;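 active = inhibition at or above 25%, using the most active replicate where run in duplicate; inactive = inhibition below 25%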
Target sequence (Q9BYT3 whole entry, looked up): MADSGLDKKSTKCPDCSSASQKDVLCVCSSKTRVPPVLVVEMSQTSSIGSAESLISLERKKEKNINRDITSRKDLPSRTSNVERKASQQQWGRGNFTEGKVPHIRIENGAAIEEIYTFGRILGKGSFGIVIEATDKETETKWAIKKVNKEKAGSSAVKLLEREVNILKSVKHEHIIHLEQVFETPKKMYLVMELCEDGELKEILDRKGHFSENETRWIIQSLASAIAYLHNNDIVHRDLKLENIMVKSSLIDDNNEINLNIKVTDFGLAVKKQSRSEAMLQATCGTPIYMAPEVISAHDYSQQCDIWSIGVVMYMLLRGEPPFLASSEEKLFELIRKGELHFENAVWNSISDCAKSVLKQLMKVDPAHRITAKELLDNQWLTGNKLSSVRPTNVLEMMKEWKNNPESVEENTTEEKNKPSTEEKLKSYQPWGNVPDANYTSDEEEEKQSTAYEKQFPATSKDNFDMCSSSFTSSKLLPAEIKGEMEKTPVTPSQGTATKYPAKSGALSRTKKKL
KCNQ2 inh = KCNQ2 channel blockers in CHO-K1 cells – cell-based, FluxOR thallium flux, B-score, primary screen (AID 2156). O88943. B-score at 10 µM. 310,000 compounds, 1.1% hits. 20 min; stronger effect = lower value;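 active = fluorescence ratio B-score at most minus 3 library SDs, with starting brightness B-score within 2 library SDs, cut at about -5.5 in these data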
OX1R antag = antagonists of human orexin 1 receptor (OX1R); O43613; OX1R-expressing cells, FRET antagonist read-out; inhibition, % at 6.6 µM; 330,000 compounds, 1.8% hits; AID 485270; in the data active = inhibition mostly above about 38%, no sharp cut-off; inactive = mostly below about 40%;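 also: 0% = agonist challenge alone and 100% = reference antagonist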
Target sequence (O43613 whole entry, looked up): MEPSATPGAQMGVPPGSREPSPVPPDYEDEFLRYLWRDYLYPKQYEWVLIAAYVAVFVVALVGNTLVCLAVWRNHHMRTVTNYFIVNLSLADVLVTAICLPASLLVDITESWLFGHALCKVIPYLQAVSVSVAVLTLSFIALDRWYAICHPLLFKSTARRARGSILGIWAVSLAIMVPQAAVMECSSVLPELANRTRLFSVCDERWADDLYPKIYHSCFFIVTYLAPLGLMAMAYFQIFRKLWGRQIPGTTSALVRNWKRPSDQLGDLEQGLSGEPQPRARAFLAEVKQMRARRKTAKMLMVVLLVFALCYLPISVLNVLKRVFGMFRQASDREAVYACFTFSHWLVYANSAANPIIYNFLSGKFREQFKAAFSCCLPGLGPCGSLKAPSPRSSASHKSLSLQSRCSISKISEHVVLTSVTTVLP
Starred values were filed as active, the others as inactive; i = inactive; nt = no result given. Outcome played no part in choosing rows; any-hit rate near 2.7%.

entry	STK33 inh	mol	KCNQ2 inh	OX1R antag
1	0.0	COc1ccc(NC(=O)NCc2ccccn2)c(OC)c1	i	0
2	0.1	COc1ccc(NC(=O)CCCNC(=O)c2ccc(Cl)cc2)cc1OC	i	-16
3	nt	CCn1cc(C(=O)O)c(=O)c2cc(F)c(N3CCN(S(=O)(=O)c4ccc5c(c4)OCCO5)CC3)cc21	i	2
4	-2.9	Cc1ccc(NC(=O)CSc2nnc(C)c(=O)n2N)cc1	i	40
5	0.2	COC(=O)c1cn[nH]c1NC(=S)Nc1ccc(Cl)c(Cl)c1	i	20
6	1.1	COc1cc(C(=O)NC2CCCc3c2cnn3-c2ccccc2F)cc(OC)c1OC (stereo not given)	i	23
7	-0.7	C[C@H]1COC(=O)[C@H](CC(=O)OC(C)(C)C)C/C=C\C[C@H](CC(=O)N(CCO)Cc2ccccc2)C(=O)N1	nt	4
8	-1.5	CC(=O)NCCCc1nc2ccccc2n1Cc1ccc(C)cc1	i	11
9	0.9	CCOC(=O)N1CCN(C(=O)CCN2C(=O)COc3ccc(C)cc32)CC1	i	-1
10	-0.7	O=c1c(Cc2c(F)cccc2Cl)c(O)ccn1CCCn1ccnc1	i	4
11	0.8	Cc1c(-c2ccccn2)c(=O)[nH]n1-c1ccc(F)cc1	i	13
12	0.5	Cc1cc(C)cc(NC(=O)CC2NCCNC2=O)c1 (stereo not given)	i	6
13	-0.4	CCOC(=O)c1c(N)nn(C(=O)c2ccccc2)c1-c1ccccc1	i	11
14	5.3	Cc1nn(Cc2ccc([N+](=O)[O-])cc2)c(=O)n1-c1ccc(Cl)cc1	i	8
15	1.2	Cn1c(CN2CCCCC2)c(C#N)c2ccccc21	i	7

In the list so far, two contain an NH in an aromatic ring:
entry	STK33 inh	mol	KCNQ2 inh	OX1R antag
5	0.2	COC(=O)c1cn[nH]c1NC(=S)Nc1ccc(Cl)c(Cl)c1	i	20
11	0.8	Cc1c(-c2ccccn2)c(=O)[nH]n1-c1ccc(F)cc1	i	13

Continuation:
entry	STK33 inh	mol	KCNQ2 inh	OX1R antag
16	-0.1	Cc1ccccc1OCC(=O)NCCS(=O)(=O)N1CCN(c2ccc(F)cc2)CC1	i	15
17	-1.4	C/C(=N\NC(=O)c1ccc(NS(=O)(=O)c2cccs2)cc1)c1ccncc1	i	30
18	-0.9	CS(=O)(=O)n1nc(C(=O)N2CCOCC2)nc1N	i	12
19	2.9	CC(=O)C(=Cc1ccc(O)cc1)C(C)=O	i	nt
20	0.9	Cc1cccc(C2NC(=O)c3c(sc(C)c3C)N2)c1O (stereo not given)	i	4
21	2.2	Cc1ccc(NS(=O)(=O)c2ccc(C(=O)NNC(=O)c3ccccc3O)cc2)cc1	i	1
22	1.0	Cc1ccc(N2CC(C(=O)N3CCOCC3)CC2=O)cc1Cl (stereo not given)	i	7
23	-0.5	Cc1ccc(CCNC(=O)CN2C(=O)COc3ccc(S(=O)(=O)N4CCC(C)CC4)cc32)cc1	i	-1
24	-1.5	O=C(c1cc2cc([N+](=O)[O-])ccc2oc1=O)N1CCOCC1	i	33
25	0.6	CCOP(=O)(OCC)c1nc(-c2cccc3ccccc23)oc1NCCc1ccc(OC)cc1	i	7
26	0.0	O=S1(=O)N=C(N2CCOCC2)c2ccccc21	i	11
27	-0.3	COCCC1CCCCN1Cc1cn(-c2ccccc2)nc1-c1ccc2c(c1)OCO2 (stereo not given)	i	12
28	-0.3	C=CCNC(=O)NC(=S)c1ccccc1	i	12
29	1.1	COc1ccccc1NC(=O)NNC(=O)C(C)Oc1ccc2ccccc2c1 (stereo not given)	i	nt
30	0.0	COc1ccccc1N1CCN(c2nnc(-c3ccc(F)cc3)c3ccccc23)CC1	i	4
31	-2.2	COc1ccccc1CNC(=O)c1ccc(NC(=O)CC2SC(N3CCCC3)=NC2=O)cc1 (stereo not given)	nt	0
32	2.1	COc1cc(/C=C/C(=O)N(C)c2ccccc2C(=O)O)cc(OC)c1OC	i	28
33	0.2	COc1cccc(NC(=O)c2oc3ccccc3c2NC(=O)c2ccc3c(c2)OCO3)c1	i	10
34	0.7	Cc1cccc2c1[nH]c1nc(N/N=C\c3ccco3)nnc12	i	36
35	-1.1	Cc1ccccc1-c1nc(CS(=O)(=O)CC(=O)NC2CCCC2)c(C)o1	i	8
36	-0.2	COC(=O)c1cc(C(=O)Nc2nnc(CC(C)(C)C)s2)cc([N+](=O)[O-])c1	i	11
37	1.1	Cn1c(=O)c2[nH]c(CNCc3ccccc3Cl)nc2n(C)c1=O	i	26
38	0.5	Cc1cc(Cl)ccc1OCC(=O)N1CCN(c2ncccn2)CC1	i	15
39	0.0	CCC1(c2ccc(F)cc2)NC(=O)N(CC(=O)N2CC(=O)Nc3ccccc32)C1=O (stereo not given)	i	20
40	-0.7	CCOC(=O)c1[nH]c2ccccc2c1NC(=S)Nc1cc(C)ccc1C	i	19
41	-1.2	COCCCNS(=O)(=O)c1ccc(OC)c(Cl)c1Cl	i	15
42	-1.0	Cc1ccc(OCc2nnc(SCc3ccc(C#N)cc3)n2-c2ccc(C)cc2)cc1	i	7
43	-0.3	CCOC(=O)c1c(C)[nH]c(C)c1C(=O)COC(=O)c1ccc(S(=O)(=O)N(CC)CC)cc1	i	28
44	0.0	Cc1c(C(C)C)c(=O)n(-c2ccc(S(=O)(=O)NC3CCCCC3)cc2)n1C	i	29
45	-0.1	COc1cc(CC(=O)O)ccc1OCc1ccccc1	i	7

Full records as entered above. Values in the order: STK33 inh, KCNQ2 inh, OX1R antag
Profile of `COCCCNS(=O)(=O)c1ccc(OC)c(Cl)c1Cl` = -1.2, i, 15
Profile of `CCC1(c2ccc(F)cc2)NC(=O)N(CC(=O)N2CC(=O)Nc3ccccc32)C1=O` (stereo not given) = 0.0, i, 20
Profile of `COc1cc(/C=C/C(=O)N(C)c2ccccc2C(=O)O)cc(OC)c1OC` = 2.1, i, 28

(listing goes on)
entry	STK33 inh	mol	KCNQ2 inh	OX1R antag
46	-0.8	CCCc1ccc(OCc2ccc(C(=O)N3CCSCC3)o2)cc1	i	5
47	0.1	Cc1ccc(NC(=O)c2cc(S(=O)(=O)Nc3ccc(C)cc3)cs2)cc1	i	52
48	-4.3	CCOC(=O)c1c(NC(=O)CSc2nnc(C)s2)sc2c1CCN(C)C2	i	22
49	0.4	COc1ccc(C(=O)NC(=C(Cl)Cl)S(=O)(=O)c2ccc(C)cc2)cc1	i	20
50	-1.1	Cc1ccc(CNC(=O)C2CC(c3ccccc3F)=NO2)cc1 (stereo not given)	i	-2
51	-1.2	Cc1cccc(Nc2ccccc2C(=O)NCc2ccco2)c1C	i	18
52	0.4	CC1=CC(=O)c2c(O)ccc(O)c2C1=O	nt	9
53	-1.9	O=C(Nc1sc2c(c1C(=O)N1CCOCC1)CCCCC2)c1cccnc1	i	10
54	-1.1	CCN1CCc2nc(N)sc2C1	i	12
55	-1.2	COc1ccc(CCNC(=O)c2cccnc2)cc1	i	-1
56	0.9	CN(CC(=O)NCCCc1ccccc1)Cc1ccc(Br)cc1	i	6
57	-17	O=C1/C(=C\c2c(NCCOCCO)nc3ccccn3c2=O)SC(=S)N1Cc1ccco1	i	-6
58	0.5	CCCCC(=O)Nc1nn(CC(C)C)c2nc3ccccc3cc12	i	12
59	-0.6	CCc1ccc(N2CC(C(=O)OCc3csc(CC(=O)Nc4ccccc4C)n3)CC2=O)cc1 (stereo not given)	nt	6
60	-0.1	O=C(Nc1ccccc1)NC1(C(=O)N2CCN(c3ncccn3)CC2)CCCCC1	i	20
61	3.7	CC(=O)Nc1ccc(S(=O)(=O)Nc2nc3ccccc3nc2Nc2ccc(O)c(C(=O)O)c2)cc1	i	-2
62	-0.4	FC(F)Oc1ccc(NC(=S)NC2CCCCCCC2)cc1	i	29
63	-1.5	COc1ccc(S(=O)(=O)N2CCN(Cc3ccccc3)CC2)c(C)c1	i	9
64	0.0	COC(=O)c1ccc(N/C=C\C(=O)c2ccc3c(c2)OCO3)cc1	i	13
65	-1.4	COc1ccc2cc(CN(Cc3cccnc3)S(=O)(=O)c3ccccc3)c(=O)[nH]c2c1	i	-3
66	-1.2	Cc1c(OC(C)C(=O)NCC2CCC(C(=O)O)CC2)ccc2c3c(c(=O)oc12)CCCC3 (stereo not given)	i	6
67	-1.6	O=C(c1cccs1)N1CCC(C(=O)N2CCN(Cc3ccc4c(c3)OCO4)CC2)CC1	i	14
68	2.4	COc1cc(NC(=O)CSc2ccc3c(c2)OCCO3)cc(OC)c1OC	i	39
69	0.2	CSc1cccc(N/C(=N/S(=O)(=O)c2ccccc2)NN)c1	i	nt
70	-1.9	CCCCOc1ccc(C(=O)NCCc2ccccc2)cc1	i	24
71	-1.2	CC1CCC2(CC1)NC(=O)N(CC(=O)Nc1ccc(N3CCOCC3)cc1)C2=O (stereo not given)	i	7
72	1.6	O=C(CN1CCN(S(=O)(=O)/C=C/c2ccccc2)CC1)Nc1ccccc1N1CCOCC1	i	10
73	-0.1	O=C(NCCCCC(NC(=O)c1ccc([N+](=O)[O-])cc1)C(=O)O)c1ccc([N+](=O)[O-])cc1 (stereo not given)	i	137*
74	-0.2	O=C1CC(C(=O)Nc2cccc3ccccc23)C2(CCCC2)O1 (stereo not given)	i	2
75	0.6	COc1cccc(OC)c1C(=O)NCCSC1CCCCC1	i	15
76	-1.5	C/C(=N/NC(=O)c1ccc(Br)o1)c1cccc(NC(=O)c2ccc(F)cc2)c1	i	23
77	-4.2	CC1CCN(CCOc2ccccc2-c2ccccc2)CC1	i	-3
78	-0.7	Cc1cccnc1CN1CCN(C(=O)CCc2nnc(CCc3ccccc3)o2)CC1	i	20
79	9.6	N#C/C(=C\c1c[nH]c2ccccc12)C(N)=O	i	8
80	-1.2	COC(=O)C1=C(C)Nc2ncnn2C1c1ccccn1 (stereo not given)	i	9
81	-1.5	Cc1c(Cl)cccc1NC(=O)CC1NCCNC1=O (stereo not given)	i	5
82	-1.4	CC(C)(C)SCCNC(=O)c1ccc(Cl)c(S(=O)(=O)N2CCOCC2)c1	i	6
83	0.9	O=[N+]([O-])c1ccc(O)c(/C=N/Nc2nn[nH]n2)c1	i	22
84	0.0	CN(C(=O)CN1C(=O)NC(C)(CCc2ccccc2)C1=O)c1ccccc1 (stereo not given)	i	19
85	-0.7	CCc1nc(N2CCC3(CC2)OCCO3)c2nnn(Cc3ccccc3Cl)c2n1	i	23
86	-0.3	O=C(CCNC(=O)c1ccco1)Nc1cccc(Br)c1	i	7
87	0.7	COc1ccc(Cn2nnnc2CN2CCc3ccccc3C2)cc1	i	6
88	-0.6	COc1cc2c(cc1OC)-c1cc3ccc4c(c3c[n+]1CC2)OCO4	i	79*
89	-2.2	COc1ccc(NC(=O)c2cc(-c3ccccc3)on2)cc1OC	i	14
90	2.5	Oc1ccc(-c2n[nH]c(C(F)(F)F)c2-c2ccccc2)c(O)c1	i	21
91	nt	COc1ccc(NS(=O)(=O)c2cccc(C(=O)N3CCN(c4ccccc4O)CC3)c2)cc1	i	14
92	-0.5	O=C(CSc1ncn[nH]1)Nc1ncc(C(F)(F)F)cc1Cl	i	15
93	-0.7	COc1cccc2cccc(/C=N/n3cnnc3)c12	i	7
94	0.2	Cc1cccc(C)c1NC(=O)C1(N(C(=O)c2ccccn2)c2ccc(O)cc2)CCCCC1	i	77
95	-0.3	CC(Oc1ccc(Br)cc1Br)C(=O)Nc1cccnc1 (stereo not given)	i	nt
96	-1.4	Cc1cccc(Oc2cc(N)cc([N+](=O)[O-])c2)c1	i	15
97	-0.2	COc1ccccc1-c1cc(C(=O)N2CCCC2)no1	i	42
98	-0.2	O=C(COC(=O)COc1ccc(Cl)cc1Br)NC1CC1	nt	5
99	1.8	COc1ccc2c(c1)CC/C(=C/c1ccco1)C2=O	i	11
100	0.2	COCCn1c(-c2ccccc2Cl)nc2c(c(=O)c3ccccc3n2C)c1=O	i	3
101	-1.1	CCOc1ccc(C(C(=O)NC2CCCC2)N(CCCO)C(=O)c2ccc(-c3ccccc3)[nH]2)cc1 (stereo not given)	i	4
102	0.0	O=C(COC(=O)c1cc2ccccc2o1)c1ccccc1	i	5
103	2.8	Cc1ccc2nc(NC(=O)COC(=O)c3ccncc3)sc2c1	i	25
104	0.0	CC1CCC2(CC1)NC(=O)N(CC(=O)NC(=O)Nc1ccc3c(c1)OCCO3)C2=O (stereo not given)	i	24
105	-0.1	COc1ccc(-c2c(C)oc3c(CN4CCOCC4)c(O)ccc3c2=O)cc1OC	i	-1

New compounds follow.
entry	STK33 inh	mol	KCNQ2 inh	OX1R antag
106	-0.3	CCOC(=O)c1c(NC(=O)CSc2nnc(Cc3csc(N)n3)n2C)sc(C)c1C	i	-3
107	-0.9	Cc1cccc(N2CCN(C(=O)C3CCCN(S(=O)(=O)c4c(C)noc4C)C3)CC2)c1C (stereo not given)	i	7
108	0.7	COc1ccc(OC)c(S(=O)(=O)Nc2cc3c(cc2N2CCCC2)n(C)c(=O)c(=O)n3C)c1	i	11
109	-0.8	O=C(CCN1C(=O)/C(=C/c2ccccc2)SC1=S)N[C@@H](CO)Cc1ccccc1	i	25
110	-0.4	COC(=O)[C@@H](NC(=O)N1CCC(Cc2ccccc2)CC1)C(C)C	i	2
111	-1.8	Cc1ccc(S(=O)(=O)N2CCN(C(=O)CCC(=O)N3CCc4ccccc43)CC2)cc1	i	15
112	-1.4	O=C(CSCc1c(F)cccc1F)Nc1ccccc1	i	6
113	-1.3	CN(C)/C=C/C1=CC(=O)CC(C)(C)C1	i	10
114	12	COc1cc(-c2onc3ccc(Br)cc23)cc(OC)c1OC	i	15

Ordered by number of heavy atoms (falling): some entries from above
entry	STK33 inh	mol	KCNQ2 inh	OX1R antag
107	-0.9	Cc1cccc(N2CCN(C(=O)C3CCCN(S(=O)(=O)c4c(C)noc4C)C3)CC2)c1C (stereo not given)	i	7
110	-0.4	COC(=O)[C@@H](NC(=O)N1CCC(Cc2ccccc2)CC1)C(C)C	i	2
114	12	COc1cc(-c2onc3ccc(Br)cc23)cc(OC)c1OC	i	15

Screening results from PubChem.
